Screening results from PubChem.
Bcl-B TR3 displacers: displacers of TR3 peptide from Bcl-B, primary screen, selectivity assay for Bfl-1 inhibitor project, biochemical, fluorescence polarization | 96,000 compounds, 0.11% hits | AID 748 | one-dose displacement, % at 20 µM; IC50 in µM for titrated hits | FP displacement of FITC-TR3 peptide from Bcl-B; higher % means a stronger effect;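 active = displacement above 50% at 20 µM plus a fluorescence interference ratio under 1.5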;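 note: plate controls were wells without compound for no effect and wells lacking Bcl-B protein for full effect; a part of the inactive calls stands beside numbers as strong as those of hits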
PLAP inhibitors HTS: PLAP enzyme inhibitors, biochemical, luminescence, HTS (AID 690); purified PLAP, luminescent substrate; higher % means a stronger effect; one-dose inhibition, % at 20 µM; IC50 in µM for titrated hits; 96,000 compounds, 0.08% hits; in the data active = a potency from the dose series; inactive = the rest, 99 in 100 with inhibition below about 30%; note: strong numbers were not always called active
IL1B NFkB inh: blocks IL-1B driven NFkB nuclear translocation in HUVEC cells. HUVEC IL-1B NFkB p65 nuclear translocation imaging. inhibition, % at 2 µM. 94,000 compounds, 0.43% hits. AID 796;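 active = inhibition above about 30% together with a positive call from visual inspection of the well image, limit read from the data; inconclusive = inhibition above a set limit but visual check negative; inactive = inhibition not above a set limit, visual check negative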;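 note: nuclear over cytoplasmic p65 intensity ratio measured by imaging; 0% = IL-1B stimulated DMSO wells and 100% = unstimulated DMSO wells; values of inactives mirror those of a sister screen read the other way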
MRP resist rev: MRP-mediated drug resistance reversal; H69AR cells + 2 uM doxorubicin, CellTiter-Glo, 72 h; differential viability (reversal), % at 10 µM; 85,000 compounds, 0.04% hits;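 active = viability drop by adding the cancer drug above about 55%, with treated viability meeting a 40% cutoff, limit read from the data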;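 note: viability without doxorubicin minus viability with 2 µM doxorubicin for each compound; larger differential means the compound sensitizes cells more to doxorubicin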
NFkB transloc pot: enhances IL-1B driven NFkB nuclear translocation; activation, % at 2 µM; HUVEC IL-1B NFkB p65 nuclear translocation imaging; 94,000 compounds, 0.3% hits;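 active = activation above 40%, about the mean plus 3 SD, also judged a hit on visual image review; inconclusive = activation above 40% but not a hit on visual review; inactive = activation not above 40% and no visual hit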;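 note: percent activation is computed from the nuclear over cytoplasmic p65 intensity ratio; values of inactives mirror those of a sister screen read the other way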
MRP resist rev cytotoxicity: recorded beside MRP resist rev, whose call it bears; viability, %; H69AR cells, CellTiter-Glo, 72 h; measured here: cytotoxicity without doxorubicin
MRP resist rev with doxorubicin: recorded beside MRP resist rev, whose call it bears; viability, %; measured here: viability with 2 uM doxorubicin; active compounds read low
IL1B NFkB inh cell count 2 µM: further read-out of IL1B NFkB inh, marked with its call; cell count; measured here: cells passing quality filter;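 raw number of nuclei counted in each imaged well without normalization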
NFkB transloc pot cell count 2 µM: recorded beside NFkB transloc pot, whose call it bears; cell count; measured here: cells passing quality filter
* hit, by the source's call; u = inconclusive; x = no result given. A portion of the library. The share of hits here may be higher or lower than overall.

SMILES	Bcl-B TR3 displacers	PLAP inhibitors HTS	IL1B NFkB inh	IL1B NFkB inh cell count 2 µM	MRP resist rev	MRP resist rev cytotoxicity	MRP resist rev with doxorubicin	NFkB transloc pot	NFkB transloc pot cell count 2 µM
CC(=O)c1c(COC(=O)c2cccnc2)nc2ccccc2[n+]1[O-]	18%	21%	5	109	6	95	90	-5	109
CSc1ccc(-c2cc(=O)c3ccccc3o2)cc1	-3%	-16%	-31	124	-8	64	71	31	124
CCOCCCNC(=O)C(C)NS(=O)(=O)c1ccc(C)cc1 (configuration not stated)	6%	6%	-1	158	0	92	92	1	158
CCOc1ccc(-n2c(SCC(=O)Nc3nccs3)nc3c(c2=O)SCC3)cc1	-3%	-7%	x	x	0	101	101	x	x
CS(=O)(=O)N(CC(=O)N1CCCCCC1)c1cccc(Br)c1	-4%	-46%	16	184	31	102	71	-16	184
O=C(Cn1cnc2c(nnn2Cc2ccccc2)c1=O)NCc1ccco1	-3%	2%	x	x	4	96	92	x	x
O=C(CCC(=O)N(Cc1ccco1)C(C(=O)NC1CCCC1)c1ccncc1)Nc1cccnc1 (configuration not stated)	10%	-26%	-3	203	9	92	83	3	203
O=C(O)C1C2CCC(C2)C1C(=O)NCc1ccco1 (configuration not stated)	-3%	14%	1	113	-2	99	101	-1	113
COc1ccc(NC(=O)CN2CCC(C(N)=O)(N3CCCCC3)CC2)cc1	-2%	-22%	9	86	1	93	92	-9	86
CCc1nnc(NC(=O)CCC(=O)O)s1	-2%	-4%	4	157	15	103	87	-4	157
CC(=O)Nc1nc(=S)n(-c2ccccc2)[nH]1	10%	19%	-3	129	2	100	98	3	129
COc1ncnc2c1oc1nc(C(C)C)c3c(c12)CC(C)(C)OC3	-2%	26%	1	112	-3	91	93	-1	112
COC(=O)c1ccc(C2Nc3ccc(/C(C)=N/NC(=O)C(OC)c4ccccc4)cc3C3C=CCC32)cc1 (configuration not stated)	5%	-15%	-92	136	x	x	x	u	x
O=C1c2ccccc2C(=O)C12Cc1ccccc1N1CCN(c3ccccc3)CC12 (configuration not stated)	0%	-21%	-13	145	12	89	77	13	145
Clc1ccc(Cc2noc(CN3CCN(c4ccccc4)CC3)n2)c(Cl)c1	-10%	6%	-17	140	14	96	82	17	140
O=c1c2ccccc2ncn1-c1ccc(Cl)c(Cl)c1	x	x	-2	110	-1	94	95	2	110
CCN(CC)S(=O)(=O)c1ccc(-c2nnc(SCC(=O)Nc3nnc(C)s3)n2CC)cc1	-14%	-34%	-6	133	37	104	67	6	133
Cc1cc(C)nc(N(C#N)CC(=O)N2CCC(C(N)=O)CC2)n1	x	x	0	131	-11	90	101	0	131
COc1ccccc1NC(=O)CNS(=O)(=O)c1ccccc1	-3%	-3%	-17	125	4	88	84	17	125
NCCCCCc1nnc(SCc2ccccc2Cl)o1	4%	1%	-2	92	2	96	94	2	92

As a working copy, some entries already given.
SMILES	Bcl-B TR3 displacers	PLAP inhibitors HTS	IL1B NFkB inh	IL1B NFkB inh cell count 2 µM	MRP resist rev	MRP resist rev cytotoxicity	MRP resist rev with doxorubicin	NFkB transloc pot	NFkB transloc pot cell count 2 µM
CSc1ccc(-c2cc(=O)c3ccccc3o2)cc1	-3%	-16%	-31	124	-8	64	71	31	124
CCOCCCNC(=O)C(C)NS(=O)(=O)c1ccc(C)cc1 (configuration not stated)	6%	6%	-1	158	0	92	92	1	158
CCOc1ccc(-n2c(SCC(=O)Nc3nccs3)nc3c(c2=O)SCC3)cc1	-3%	-7%	x	x	0	101	101	x	x
CS(=O)(=O)N(CC(=O)N1CCCCCC1)c1cccc(Br)c1	-4%	-46%	16	184	31	102	71	-16	184
O=C(Cn1cnc2c(nnn2Cc2ccccc2)c1=O)NCc1ccco1	-3%	2%	x	x	4	96	92	x	x
O=C(CCC(=O)N(Cc1ccco1)C(C(=O)NC1CCCC1)c1ccncc1)Nc1cccnc1 (configuration not stated)	10%	-26%	-3	203	9	92	83	3	203
O=C(O)C1C2CCC(C2)C1C(=O)NCc1ccco1 (configuration not stated)	-3%	14%	1	113	-2	99	101	-1	113
COc1ccc(NC(=O)CN2CCC(C(N)=O)(N3CCCCC3)CC2)cc1	-2%	-22%	9	86	1	93	92	-9	86
CCc1nnc(NC(=O)CCC(=O)O)s1	-2%	-4%	4	157	15	103	87	-4	157
CC(=O)Nc1nc(=S)n(-c2ccccc2)[nH]1	10%	19%	-3	129	2	100	98	3	129
COc1ncnc2c1oc1nc(C(C)C)c3c(c12)CC(C)(C)OC3	-2%	26%	1	112	-3	91	93	-1	112
COC(=O)c1ccc(C2Nc3ccc(/C(C)=N/NC(=O)C(OC)c4ccccc4)cc3C3C=CCC32)cc1 (configuration not stated)	5%	-15%	-92	136	x	x	x	u	x
O=C1c2ccccc2C(=O)C12Cc1ccccc1N1CCN(c3ccccc3)CC12 (configuration not stated)	0%	-21%	-13	145	12	89	77	13	145
Clc1ccc(Cc2noc(CN3CCN(c4ccccc4)CC3)n2)c(Cl)c1	-10%	6%	-17	140	14	96	82	17	140
O=c1c2ccccc2ncn1-c1ccc(Cl)c(Cl)c1	x	x	-2	110	-1	94	95	2	110

Next section:
SMILES	Bcl-B TR3 displacers	PLAP inhibitors HTS	IL1B NFkB inh	IL1B NFkB inh cell count 2 µM	MRP resist rev	MRP resist rev cytotoxicity	MRP resist rev with doxorubicin	NFkB transloc pot	NFkB transloc pot cell count 2 µM
Cc1ccc2c(c1)/C(=N/OS(=O)(=O)c1ccccc1)CCS2	x	x	4	126	x	x	x	-4	126
COc1ccc(CCC(=O)N2CC(C)OC(C)C2)cc1 (configuration not stated)	3%	-22%	-2	130	3	91	88	2	130
COCCN(C(=O)Nc1ccccc1)c1ccccc1	-2%	14%	-2	168	7	96	89	2	168
CCOC(=O)c1cnc2c(-c3ccccc3)c(C)nn2c1N	-6%	11%	-7	61	-1	89	90	7	61
COc1ccc(S(=O)(=O)Cc2ccccc2)cc1N	5%	14%	x	x	-29	37	66	x	x
COCCNC(=O)c1c(N)sc2c1CCCC2	-25%	-77%	-16	128	-15	78	93	16	128
CN(C)C(=O)N1CCC(C(=O)NCc2ccc(F)cc2Cl)CC1	-2%	4%	x	x	5	88	83	x	x
CCN1CCN(Cc2cc(=O)oc3cc(C)cc(C)c23)CC1	-8%	-17%	-38	135	15	94	79	38	135
CSc1ccccc1C(=O)NCCc1ccc(S(=O)(=O)N2CCCCC2)cc1	-4%	21%	-1	130	-26	61	87	1	130
O=C(CSc1ncnc2c1cnn2-c1ccccc1Cl)N1CCN(C(=O)c2ccco2)CC1	-8%	-20%	3	211	16	80	64	-3	211
CCOc1ccc(NCc2nnc(SCC(=O)Nc3cc(C)on3)n2-c2ccc(OC)cc2)cc1	-5%	1%	-21	162	-9	76	85	21	162
O=c1oc2c(CN3CCCCC3)c(O)ccc2cc1-c1nc2ccccc2[nH]1	157%	-120%	x	x	-1	79	80	x	x
O=C(CSc1nnc2c3c4c(sc3ncn12)CCCC4)NCc1ccco1	13%	31%	11	85	-11	28	39	-11	85
O=S(=O)(c1cccc(NC(=S)Nc2ccc(Br)cc2Cl)c1)N1CCOCC1	-5%	-26%	-13	156	x	x	x	13	156
CCCNC(=O)CS(=O)(=O)Cc1nc(-c2cccc(OC)c2)oc1C	-3%	-28%	-18	64	18	95	77	18	64
CC(=O)c1ccc(NS(=O)(=O)Cc2ccc(Cl)cc2)cc1	-9%	-3%	4	107	7	101	94	-4	107
CCNC(=S)NN(c1ccccc1)c1ccccc1	3%	-5%	-9	149	x	x	x	9	149
Cn1c(=O)c2c(nc(NCCCN3CCOCC3)n2Cc2ccc(Cl)cc2)n(C)c1=O	4%	-46%	2	105	-1	92	92	-2	105
CCN(CC)S(=O)(=O)c1cccc(C(=O)NC(Cc2c[nH]c3ccccc23)c2nnc3n2CCCCC3)c1 (configuration not stated)	-6%	-33%	-12	157	-7	85	92	13	157
COc1ccc(Cc2nc(-c3ccc(Br)cc3)no2)cc1	4%	13%	x	x	4	97	93	x	x
Cc1cc(C)cc(NC(=O)c2cc(S(=O)(=O)NCc3ccco3)ccc2F)c1	-22%	8%	-9	207	-4	59	63	9	207
Cc1ccc2[nH]c(=O)c(CN(CCc3ccccc3)C(=O)N3CCOCC3)cc2c1	0%	-64%	-40	192	-12	80	92	40	192
COc1ccc(OC)c(-n2cnc3cc(C(=O)O)ccc32)c1	16%	4%	8	106	-2	87	89	-7	106
CCOC(=O)CNC(=O)C1c2ccccc2C(=O)N(c2ccc(OC)cc2)C1c1ccc(OC)cc1 (configuration not stated)	-7%	-78%	-1	119	-11	67	78	1	119
Clc1ccc(Cl)c(-c2nn3c(COc4ccccc4)nnc3s2)c1	-11%	11%	-10	96	6	91	85	10	96
O=C(N1CCOCC1)n1cnc2ccccc21	x	x	-29	130	-1	101	102	29	130
O=C(O)c1cccc(-n2nnnc2SCc2ccccn2)c1	-8%	10%	2	116	-10	87	97	-1	116
O=C(NC1CCCCCC1)C1CCN(S(=O)(=O)c2ccccc2)CC1	-3%	3%	-11	132	13	90	77	11	132
NS(=O)(=O)c1ccc(CCNC(=O)Nc2ccc(Cl)c(Cl)c2)cc1	-9%	13%	-5	188	-16	19	35	5	188
CCOC(=O)C1=C(C)OC(N)=C(C#N)C1c1cc(F)ccc1F (configuration not stated)	1%	1%	-3	181	-23	56	79	3	181
COc1ccc(CN2CCN(c3ccccn3)CC2)cc1OCc1ccccc1	-6%	-57%	x	x	10	92	82	x	x
O=C(Nc1nnc(-c2ccc(Cl)cc2)o1)NC1CCCCC1	6%	3%	-13	180	0	105	104	13	180
Nc1nonc1-c1noc(-c2ccc(Br)o2)n1	6%	24%	-28	139	3	82	79	28	139
O=C(c1ccc2c(c1)OCCO2)N1CCCCC1	-2%	26%	-23	161	-2	104	106	23	161
Cc1cc(C(F)(F)F)nc(SCC(=O)NC2=NC(=O)C(C)S2)n1 (configuration not stated)	0%	-3%	-3	160	23	103	80	3	160
Cc1cnc(NC(=O)Cc2c[nH]c3ccccc23)s1	3%	-1%	4	174	-18	85	103	-4	174
Cc1nn(-c2ccccc2)c(Cl)c1C1C(C#N)=C(N)Oc2n[nH]c(C)c21 (configuration not stated)	7%	-18%	x	x	x	x	x	x	x
COC(=O)CNC(=O)C(Cc1c[nH]c2ccccc12)NC(=O)OC(C)(C)C (configuration not stated)	3%	-29%	1	153	-2	90	93	-1	153
COc1cc(C2Nc3cccc4cccc(c34)N2)cc(OC)c1O	x	x	-15	157	-22	19	40	15	157
C=C(C)CNC(=S)/N=c1\scc(C)n1CC	x	x	-10	138	0	91	91	9	138
C=CCSc1nnc2c(n1)OC(c1ccccn1)N(C(C)=O)c1ccccc1-2 (configuration not stated)	12%	9%	-27	156	6	98	92	27	156
O=C(CSc1nnc(-c2ccc(O)cc2)n1Cc1ccco1)c1cccs1	5%	-18%	12	119	-6	72	78	-12	119
Cc1ccc(SCCCn2cncn2)cc1	-12%	16%	8	126	-2	97	99	-8	126
CCn1c(SCC(=O)Nc2ccc3c(c2)OCCO3)nnc1-c1ccco1	-3%	23%	3	146	16	97	80	-3	146
